High-throughput results as filed in PubChem.
TPT1 inhibitor = blocks Candida albicans tRNA 2'-phosphotransferase; inhibition, % at 5 µM; 0.81% of 300,000 active; recombinant caTPT1, FP RNA substrate dephosphorylation;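 active = inhibition above the mean of all tested compounds plus 3 SD, set per screening campaign, cut at about 24% in these data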;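 note: plate controls were DMSO alone for no effect and ferristatin control at 100 nM for full effect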
Efflux pump inh = blocks antifungal efflux pumps in multiplex yeast assay | S. cerevisiae Candida pump triplex, Nile Red efflux | 0.44% of 330,000 active | inhibition, % at 10 µM;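 active = plate passing quality check with inhibition over a set limit, or well fluorescence over plate mean plus 4 SD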;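 note: Nile Red retained in pooled yeast measured as flow cytometry median fluorescence; 0% = buffer negative control and 100% = Enniatin B positive control; higher means more Nile Red kept so more efflux inhibition; some compounds called inactive have numbers as strong as hits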
core dimer inh = HCV core protein dimerization inhibition; TR-FRET GST/Flag-core106 dimerization, 1536-well; inhibition, % at 5 µM; 0.33% of 300,000 active;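 active = inhibition above the mean of all tested compounds plus 3 SD, set per screening campaign, cut at about 45% in these data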
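Material: GST/Flag-tagged HCV core106 proteins. Incubation: 4 h, 22.5 °C incubation. Read-out basis: inhibition (%) from 671 over 617 nm ratio. Measured by: TR-FRET, excitation 340 nm, emission 617 and 671 nm.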
PP1 inh = PP1-alpha (human) inhibition in PP5 counter-screen. purified PP1alpha, OMFP fluorescence. P62136. inhibition, % at 6.7 µM. 0.9% of 320,000 active. AID 2235;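 active = inhibition above the mean inhibition of all tested compounds plus 3 SD, computed separately for each screening campaign, cut at about 15% in these data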
Target sequence (P62136 whole entry, looked up): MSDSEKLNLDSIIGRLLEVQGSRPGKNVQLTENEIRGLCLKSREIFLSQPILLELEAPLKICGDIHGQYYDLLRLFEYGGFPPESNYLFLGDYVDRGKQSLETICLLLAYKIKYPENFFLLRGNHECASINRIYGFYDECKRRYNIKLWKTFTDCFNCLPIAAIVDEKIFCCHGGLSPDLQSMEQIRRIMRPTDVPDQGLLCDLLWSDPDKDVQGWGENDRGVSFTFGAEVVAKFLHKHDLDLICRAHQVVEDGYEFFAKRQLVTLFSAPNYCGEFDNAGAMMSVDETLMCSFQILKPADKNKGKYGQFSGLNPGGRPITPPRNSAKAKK
PREPL inh = human PREPL enzyme inhibition | 0.68% of 320,000 active | recombinant PREPL, fluorescence polarization activity-based probe | Q4J6C6 | inhibition, % at 5.96 µM; in the data active = inhibition above about 43%;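 note: 0% = enzyme with DMSO and 100% = wells lacking enzyme; many of its hits are not listed in these tables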
ZTA DNA inh = ZTA (EBV) inhibition in EBNA-1 counter-screen; P03206; ZTA-DNA binding, fluorescence polarization; inhibition, % at 11 µM; 0.15% of 320,000 active; AID 2234; in the data active = inhibition above about 33%
Target sequence (P03206 whole entry, looked up): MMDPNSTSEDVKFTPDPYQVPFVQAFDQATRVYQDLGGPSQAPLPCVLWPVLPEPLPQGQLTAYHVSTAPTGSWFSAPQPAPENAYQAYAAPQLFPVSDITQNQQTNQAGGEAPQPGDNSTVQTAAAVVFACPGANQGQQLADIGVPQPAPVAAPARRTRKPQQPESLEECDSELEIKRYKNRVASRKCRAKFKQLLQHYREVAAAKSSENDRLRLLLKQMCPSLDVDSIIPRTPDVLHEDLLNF
EBNA-1 inh = blocks EBNA-1 binding to DNA | EBNA-1 DNA binding, fluorescence polarization | inhibition, % at 14.8 µM | 0.34% of 300,000 active | AID 1950; in the data active = inhibition above about 28%
PP5 inh = blocks human protein phosphatase 5 activity; purified PP5c, OMFP substrate fluorescence; inhibition, % at 6.7 µM; 0.18% of 320,000 active; AID 1987;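 active = inhibition above the campaign's mean inhibition across all tested compounds plus 3 SD, cut at about 9.5% in these data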;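 note: 0% = DMSO only and 100% = 100 µM cantharidin control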
Target sequence (P53041 whole entry, looked up): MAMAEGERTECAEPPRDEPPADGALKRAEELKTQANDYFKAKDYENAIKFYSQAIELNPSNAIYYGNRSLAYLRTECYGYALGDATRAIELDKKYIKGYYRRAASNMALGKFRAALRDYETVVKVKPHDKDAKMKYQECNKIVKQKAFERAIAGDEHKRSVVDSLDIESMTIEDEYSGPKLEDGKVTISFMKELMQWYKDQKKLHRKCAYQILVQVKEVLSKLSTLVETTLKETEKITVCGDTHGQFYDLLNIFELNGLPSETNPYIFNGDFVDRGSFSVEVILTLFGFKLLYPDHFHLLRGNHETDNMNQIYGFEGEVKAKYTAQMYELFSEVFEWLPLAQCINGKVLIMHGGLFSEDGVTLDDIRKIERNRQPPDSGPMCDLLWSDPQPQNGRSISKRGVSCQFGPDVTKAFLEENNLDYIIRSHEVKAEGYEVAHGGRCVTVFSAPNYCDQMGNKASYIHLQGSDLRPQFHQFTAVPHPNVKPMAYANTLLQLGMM
CTSL1 counter = cathepsin L1 inhibition, PFM18AAP counter-screen; recombinant F. hepatica cathepsin L1, Z-Leu-Arg-MCA fluorescence; inhibition, % at 5.96 µM; 0.49% of 300,000 active;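 active = inhibition above the mean of all tested compounds plus 3 SD, set per screening campaign, cut at about 17% in these data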;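 note: 0% = plate median of test compound wells and 100% = 1 µM Z-Phe-Ala-diazomethylketone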
An asterisk follows results filed as active; · = not tested or not shown. This is a subset; count on the stated rates, not on these rows.

Order of values – EBNA-1 inh | PP1 inh | TPT1 inhibitor | PP5 inh | core dimer inh | PREPL inh | CTSL1 counter | ZTA DNA inh | Efflux pump inh
> COc1ccccc1NC(=O)CCC(=O)OCC(=O)c1ccc(C)c([N+](=O)[O-])c1
    7 | 6 | -4 | 0.1 | 10 | 2 | -29 | 7 | 0.2
> CCCCC(=O)Nc1ccc(C(=O)NCc2ccncc2)cc1
    0 | -5 | 0 | 3.2 | 2 | 3 | -1 | 3 | -0.2
> COc1ccc2c(c1)c(C(O)CN1CCN(Cc3ccc4c(c3)OCO4)CC1)c(C)n2C (stereo not drawn)
    -1 | 0 | -8 | 1.0 | 8 | 47* | 5 | 14 | -0.1
> CCOC(=O)N/N=C(\C)c1ccc(C)c([N+](=O)[O-])c1
    -12 | 2 | -3 | 4.3 | -10 | -1 | 3 | -2 | -0.1
> CC(=O)Nc1cccc(OCC(=O)Nc2ccccc2)c1
    -7 | 0 | -3 | 0.3 | -3 | 1 | -2 | 5 | 0.1
> CC(C)S(=O)(=O)c1cnc(N2CCOCC2)nc1N
    -2 | -4 | -2 | 0.0 | -2 | 2 | -5 | -5 | 0.0
> CC(=O)N1CCCN(C(=O)c2cc(COc3c(F)cccc3F)on2)CC1
    3 | 1 | -2 | 1.6 | 13 | -1 | 1 | 3 | 0.1
> O=C1CCCCN1CCC(=O)N1CCCC(N2CCN(c3ccccc3)CC2)C1 (stereo not drawn)
    4 | -4 | 4 | -0.1 | 11 | 4 | 0 | -1 | -0.1
> O=C(O)c1ccc(N=Nc2c(O)ccc3ncccc23)cc1
    2 | 21* | -17 | 4.1 | -31 | 6 | 7 | 1 | -0.2
> CS(=O)(=O)c1ccccc1C(=O)Nc1nc2ccccc2[nH]1
    -10 | 1 | 0 | -0.1 | -3 | 16 | 4 | 6 | 0.2
> O=C(Cn1ncc2c1-c1ccccc1OC2)N1CCN(Cc2ccccc2)CC1
    -8 | 0 | 1 | 0.2 | 4 | -2 | -4 | -9 | 0.1
> CC(=O)Nc1ccc(NC(=O)[C@@H](NC(=O)N2C[C@H]3C[C@@H](C2)c2cccc(=O)n2C3)C(C)C)cc1
    8 | -4 | 0 | 4.9 | 3 | 4 | -2 | 18 | -0.1
> Cc1nc2cc(NC(=O)N(C)c3ccc4ccccc4c3)ccc2o1
    6 | -3 | 0 | 1.2 | -2 | 9 | -1 | -14 | 0.0
> Fc1ccccc1CSc1ncnc2sc3c(c12)CCCC3
    -3 | 0 | 3 | 1.9 | -24 | 2 | 1 | 13 | 0.2
> CCc1ccc(/C=N/NC(=O)c2cc(C3CC3)nc3ccc(Br)cc23)s1
    1 | 6 | 0 | -2.1 | 10 | -1 | 1 | 13 | -0.1
> CCCCCCCC(=O)N/N=C(\C)c1ccc(N)cc1
    10 | 4 | -4 | 4.5 | 7 | -14 | 3 | 1 | -0.1
> COc1cc(NC(=O)CCN2CC(C)OC(C)C2)cc(OC)c1 (stereo not drawn)
    -2 | -11 | -2 | 3.2 | -14 | 4 | 8 | -5 | -0.1
> Cc1ccc(CNS(=O)(=O)c2cc3c(cc2C)N(C)CCO3)cc1
    -12 | 2 | -6 | 1.9 | 19 | 9 | -5 | -18 | -0.2
> O=C(Cn1cncn1)NCCC(c1ccccc1)c1ccccc1
    4 | 0 | 2 | -2.0 | 0 | -9 | 6 | -3 | -0.1
> COc1cccc(C2=CC(=O)CCC2)c1OC
    5 | -3 | 0 | -0.1 | 2 | -1 | 4 | 5 | ·

Sorted by value in PP5 inh (rising): some entries from above
SMILES | PP5 inh
O=C(Cn1ncc2c1-c1ccccc1OC2)N1CCN(Cc2ccccc2)CC1 | 0.2
CC(=O)Nc1cccc(OCC(=O)Nc2ccccc2)c1 | 0.3
COc1ccc2c(c1)c(C(O)CN1CCN(Cc3ccc4c(c3)OCO4)CC1)c(C)n2C (stereo not drawn) | 1.0
Cc1ccc(CNS(=O)(=O)c2cc3c(cc2C)N(C)CCO3)cc1 | 1.9

Remaining list, next part:
Order of values – EBNA-1 inh | PP1 inh | TPT1 inhibitor | PP5 inh | core dimer inh | PREPL inh | CTSL1 counter | ZTA DNA inh | Efflux pump inh
> CCC(=O)N1CCN(c2ccc(NC(=S)NC(=O)c3ccc(OC)c([N+](=O)[O-])c3)cc2)CC1
    0 | -4 | -4 | 0.3 | 3 | 5 | -2 | 1 | 0.2
> O=C(O)CCN1CC2([N+](=O)[O-])CC=C(OCCO)C([N+](=O)[O-])(C1)C2 (stereo not drawn)
    -23 | -6 | 3 | 3.1 | -7 | 11 | -2 | -6 | 0.0
> CC1(c2nnc(-c3ccc(Cl)cc3)o2)CC(c2ccc([N+](=O)[O-])cc2)=NO1 (stereo not drawn)
    -3 | -1 | -2 | 0.5 | 8 | -4 | 0 | 9 | -0.1
> O=C(COC(=O)CCC(NC(=O)OCc1ccccc1)C(=O)OCC(=O)Nc1ccccc1)Nc1ccccc1 (stereo not drawn)
    1 | 4 | -1 | 4.7 | 1 | 18 | -16 | -22 | -0.3
> Cc1cc(NC(=O)C(C)SCC(=O)Nc2cc(Cl)ccc2N2CCN(C)CC2)no1 (stereo not drawn)
    13 | -1 | -2 | -1.7 | -1 | 18 | -1 | 16 | 0.1
> CCn1nc(CC(=O)Nc2ccc(-n3cnnn3)c(OC)c2)c2ccccc2c1=O
    0 | -5 | 2 | 1.3 | 1 | -2 | -4 | -2 | 0.0
> Cc1ccc(-c2cc(C(=O)Nc3ccc(S(=O)(=O)Nc4nc(C)cc(C)n4)cc3)c3ccccc3n2)cc1
    7 | 5 | -2 | 1.0 | 26 | -3 | 2 | 9 | -5.0
> COc1cc(/C=N/O)cc(Br)c1OCC(=O)NCc1ccccc1
    -2 | -2 | 3 | 0.5 | -5 | 7 | 4 | -5 | -0.3
> O=C(Cc1ccc(Br)cc1)N1CCc2ccccc2C1
    -1 | -9 | 1 | 6.0 | -5 | -18 | -2 | 1 | 0.2
> Cc1ccc(S(=O)(=O)NCC(=O)N2CCN(c3ccc(F)cc3)CC2)cc1
    6 | -2 | 1 | 0.0 | 1 | -27 | 0 | -12 | 0.0
> CCOC(=O)Cc1csc(NS(=O)(=O)c2ccc([N+](=O)[O-])cc2)n1
    1 | 4 | -3 | 1.1 | -13 | 9 | 1 | 10 | -0.1
> COc1ccc(C(=O)O)cc1S(=O)(=O)N1CCN(c2ccccn2)CC1
    2 | -3 | -1 | -0.2 | -1 | 15 | 3 | -6 | -0.2
> Cc1c(C(=O)O)sc2nc(/C=C/c3cccc(O)c3)[nH]c(=O)c12
    -4 | -1 | 0 | 1.1 | -2 | 7 | -1 | 0 | 1.8
> COc1cccc(N(CC(=O)NC2CCCC2)C(=O)CCC(=O)Nc2nccs2)c1
    1 | -3 | -1 | -0.9 | 3 | 5 | 0 | -2 | -0.1
> Cc1ccc(-c2nnn(CC(=O)N(c3ccccc3F)C(C(=O)NCC3CCCO3)c3c[nH]c4ccccc34)n2)cc1 (stereo not drawn)
    -9 | 1 | 0 | 7.0 | 8 | 26 | -2 | -19 | 0.7
> O=C(O)C1CCCCC1C(=O)NCCc1ccncc1 (stereo not drawn)
    4 | -4 | -1 | 0.3 | -2 | 1 | -2 | -2 | 0.0
> CSC(=S)N/N=C/c1ccccc1
    5 | -4 | -7 | 2.9 | -8 | 11 | 9 | -16 | -0.1
> Clc1ccc2c(c1)[C@H]1OCC[C@H]1[C@@H](c1ccco1)N2
    1 | 0 | -9 | 2.8 | -3 | -22 | 3 | -3 | -0.1
> CCc1ccc(N2CC(C(=O)OCC(=O)Nc3ccccc3C)CC2=O)cc1 (stereo not drawn)
    · | -1 | · | 4.2 | · | 14 | · | -8 | -0.1
> CCN1C(=O)N(C)[C@@H](c2ccccc2)C(C(=O)OC)=C1C
    6 | -4 | -4 | 0.1 | 2 | -1 | 1 | 12 | -0.1

Part of the list above, as labelled records:
> Cc1ccc(CNS(=O)(=O)c2cc3c(cc2C)N(C)CCO3)cc1
  EBNA-1 inh: -12; PP1 inh: 2; TPT1 inhibitor: -6; PP5 inh: 1.9; core dimer inh: 19; PREPL inh: 9; CTSL1 counter: -5; ZTA DNA inh: -18; Efflux pump inh: -0.2
> O=C(Cn1cncn1)NCCC(c1ccccc1)c1ccccc1
  EBNA-1 inh: 4; PP1 inh: 0; TPT1 inhibitor: 2; PP5 inh: -2.0; core dimer inh: 0; PREPL inh: -9; CTSL1 counter: 6; ZTA DNA inh: -3; Efflux pump inh: -0.1

Next section.
Order of values – EBNA-1 inh | PP1 inh | TPT1 inhibitor | PP5 inh | core dimer inh | PREPL inh | CTSL1 counter | ZTA DNA inh | Efflux pump inh
> O=C(CSC(=S)N1CCOCC1)Nc1ncc2c(n1)CC(c1ccco1)CC2=O (stereo not drawn)
    -7 | -5 | -2 | 0.8 | 2 | -3 | -3 | -9 | 0.1
> CN1CCN(C(=O)C2=C[C@H](c3csc4ccccc34)C[C@H](OCc3ccc(CO)cc3)O2)CC1
    -4 | -2 | 5 | 0.2 | 0 | 39 | 2 | 5 | -0.1
> Cc1onc(-c2c(F)cccc2Cl)c1C(=O)NC1=NCCS1
    3 | 1 | 0 | 0.7 | -3 | -3 | 2 | 2 | -0.1
> CC(C)C[C@H](NC(=O)OC(C)(C)C)C(=O)N[C@@H](CO)[C@H](O)[C@@H]1C[C@@H]1C(=O)NC1CC1
    6 | -5 | -3 | 1.7 | 1 | 6 | 20* | 8 | 0.0
> COc1ccccc1-c1cc(C(=O)Nc2cc(C)on2)no1
    12 | 1 | 2 | 1.0 | 3 | 0 | 3 | 25 | -0.3
> O=C(CNC(=O)c1ccco1)N=Nc1c(O)n(CCc2ccccc2)c2ccccc12
    -8 | 14 | -7 | -0.1 | -1 | -7 | 1 | -16 | -0.1
> O=C(Nc1cc2c(=O)n(-c3ccc(Oc4ccccc4)cc3)ccc2oc1=O)c1ccccc1
    20 | -6 | 3 | -0.8 | 17 | -3 | -2 | 8 | 0.1
> O=C(O)c1[nH]c2ccccc2c1-c1ccccc1
    4 | -2 | -4 | -1.0 | 2 | -4 | -1 | 2 | 0.1
> CCOC(=O)c1[nH]c(C)c(C(=O)Nc2ccc(F)cc2)c1C
    1 | 2 | -3 | 1.2 | -1 | -4 | 2 | 4 | 0.0
> Cc1ccc(-c2cn(-c3ccc(SC(F)F)cc3)c3[n+]2CCC3)cc1
    4 | -2 | 1 | -2.8 | -4 | 9 | -9 | -5 | 0.0
> CCC1CCCCN1C/C=C/c1ccccc1[N+](=O)[O-] (stereo not drawn)
    4 | 4 | -2 | 0.6 | -4 | 9 | 0 | -5 | -0.1
> CC(CNC(=O)Cn1ccc(NC(=O)OCc2ccccc2)nc1=O)c1ccccc1 (stereo not drawn)
    · | -2 | · | 0.6 | · | -13 | · | 0 | -0.3
> O=c1[nH]c(=S)c2c(n1-c1ccccc1)CCC2
    2 | -1 | 2 | 0.8 | 10 | 6 | 0 | 10 | -0.1
> O=C(Nc1scc(-c2ccccc2)c1C(=O)O)c1ccco1
    -4 | -4 | -2 | 0.2 | 3 | -2 | 0 | -13 | -0.1
> COc1ccc(N2CC(C(=O)Nc3nnc(SCC(=O)NC4CCCC4)s3)CC2=O)cc1 (stereo not drawn)
    -7 | 2 | -1 | -4.8 | -4 | 13 | 7 | -10 | 1.1
> COc1cc(C(=O)Nc2cccc3c2CCCC3)cc(OC)c1OC
    0 | -1 | -2 | 0.0 | 3 | 4 | -1 | 2 | 0.1
> Cc1cccc(/C=C(\C#N)C(=O)Nc2ccccn2)c1
    -5 | 0 | -3 | 0.2 | 3 | -3 | 0 | 0 | -0.1
> COc1ccc(OCC(=O)NNC(=S)NC(=O)c2ccc(Br)o2)cc1
    4 | 0 | -4 | 0.3 | 5 | 0 | 1 | 0 | -0.1
> O=C(Cc1ccc(Cl)cc1)c1ccc(O)cc1
    1 | 2 | -1 | -1.0 | -2 | -10 | -4 | -12 | 0.0
> Cc1nc(-c2ccncc2)nc(NCCNc2ccc(C(F)(F)F)cn2)c1Cl
    -5 | -7 | 1 | 0.3 | -1 | -5 | -1 | -6 | -0.4
